Screening data from PubChem.
PriA SSB inh = inhibitors of Klebsiella pneumoniae PriA binding to SSB C-terminal tail, primary screen, biochemical, AlphaScreen; AlphaScreen SSBct-PriA binding, biotinylated peptide; AID 1272365, 2023; hit rate 0.6% among 430,000; PriA–SSB C-terminal tail interaction (Klebsiella pneumoniae); inhibition, % at 33 µM; in the data active means inhibition mostly above about 37%, no sharp cut-off; inactive means mostly below about 20%;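 further: plate controls were negative control peptide for no effect and reference peptide for full effect; strong numbers were not always called active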
Anthrax LF inh2 = Bacillus anthracis LF protease inhibitors, primary screen, biochemical, multiplex microsphere, MLPCN library. multiplex microsphere protease cleavage assay. inhibition, % at 10 µM. Lethal factor (Bacillus anthracis), P15917. hit rate 0.12% among 360,000; further: plate controls were buffer without enzyme for full effect and enzyme alone for no effect
Target sequence (P15917 whole entry, looked up): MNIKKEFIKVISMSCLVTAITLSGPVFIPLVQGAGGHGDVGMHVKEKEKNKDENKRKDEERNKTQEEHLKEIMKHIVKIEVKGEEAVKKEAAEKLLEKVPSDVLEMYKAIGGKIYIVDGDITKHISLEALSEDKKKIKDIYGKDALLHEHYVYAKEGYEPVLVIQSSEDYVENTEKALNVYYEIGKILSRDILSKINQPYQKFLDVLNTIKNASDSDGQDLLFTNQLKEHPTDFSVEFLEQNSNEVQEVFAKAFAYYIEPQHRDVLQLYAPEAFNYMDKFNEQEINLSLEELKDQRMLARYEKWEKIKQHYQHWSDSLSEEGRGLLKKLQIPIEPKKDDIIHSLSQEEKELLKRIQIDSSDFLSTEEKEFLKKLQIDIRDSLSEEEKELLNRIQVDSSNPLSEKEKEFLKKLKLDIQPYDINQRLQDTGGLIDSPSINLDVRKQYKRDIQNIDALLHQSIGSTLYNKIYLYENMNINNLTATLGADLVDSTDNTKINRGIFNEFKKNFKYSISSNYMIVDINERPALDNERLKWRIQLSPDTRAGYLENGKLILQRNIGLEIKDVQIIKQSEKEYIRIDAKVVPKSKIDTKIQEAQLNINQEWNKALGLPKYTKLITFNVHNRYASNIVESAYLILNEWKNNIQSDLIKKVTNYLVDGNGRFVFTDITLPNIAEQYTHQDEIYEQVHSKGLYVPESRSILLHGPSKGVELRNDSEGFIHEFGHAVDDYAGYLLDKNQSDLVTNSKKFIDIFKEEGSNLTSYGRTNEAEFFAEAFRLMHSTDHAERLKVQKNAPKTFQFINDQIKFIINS
PrPC TRFRET = inhibitors of human cell surface prion protein PrPC, primary screen, cell-based, TR-FRET; TR-FRET read-out; inhibition, % at 13.8 µM; AID 720596, 2013; Major prion protein (Homo sapiens), P04156; hit rate 0.43% among 370,000; in the data active means inhibition above about 24%; further: 0% = median of the test wells and 100% = reference compound wells
TcdB GH inh = TcdB glycohydrolase inhibitors, primary screen, biochemical, single point, plate reader | Toxin B (Clostridioides difficile), P18177 | TcdB glycohydrolase enzymatic assay | hit rate 0.24% among 350,000 | inhibition, % at 9.99 µM; in the data active means inhibition above about 10%
Yp Topo-I inh = Yersinia pestis topoisomerase I inhibitors, primary screen, biochemical, cleavage product accumulation, plate reader, single point | DNA topoisomerase I (Yersinia pestis CO92) | Y. pestis Topo-I cleavage product accumulation | hit rate 0.064% among 360,000 | AID 504884, 2011 | activity, % at 10 µM; in the data active means activity above about 50%, passing the limit was not always enough; inconclusive means no clear call, values can overlap the other calls; further: inactives centre near 2
BoNT A protease = BoNT/A light chain protease inhibitors, primary screen, biochemical, flow cytometry, MLPCN library; Botulinum neurotoxin type A light chain protease (Clostridium botulinum A str. ATCC 3502); multiplex microsphere protease substrate cleavage; inhibition, % at 10 µM; hit rate 0.17% among 360,000; further: plate controls were buffer without enzyme for full effect and enzyme alone for no effect
PfHsp40 yeast = rescue of yeast from PfHsp40 toxicity, primary screen, S. cerevisiae, ATP luminescence; AID 504582, 2011; hit rate 0.68% among 340,000; growth rescue, % at 12.5 µM; S. cerevisiae expressing PfHsp40, growth rescue; in the data active means growth rescue above about 28%, passing the limit was not always enough; inconclusive means no clear call, values can overlap the other calls;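 further: yeast W303a lacking pdr1 and pdr3 grown in galactose medium; growth measured after three days at 30 °C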
BH1578 lux ind = inducers of Vibrio cholerae quorum light production without autoinducers, primary screen, BH1578 luxS cqsA deficient, single point | AID 588436, 2011 | activation, % at 18.7 µM | V. cholerae BH1578 lux reporter, luminescence, 6 h | hit rate 0.16% among 350,000; in the data active means activation mostly above about 9.7%, no sharp cut-off; inconclusive means no clear call, values can overlap the other calls; inactive means mostly below about 3.7%; further: not every result past the cut was called active; inactives centre near 0; reference of the scale not given here
SARS 3CLpro inh = SARS-CoV 3CLpro protease inhibitors, primary screen, biochemical, quenched FRET | Replicase polyprotein 1ab (Severe acute respiratory syndrome coronavirus), P0C6X7 | recombinant SARS-CoV 3CLpro, quenched FRET peptide cleavage | inhibition, % at 6 µM | hit rate 0.14% among 290,000 | AID 1706, 2009; in the data active means inhibition above about 12%
Active calls of the source: *; i = inactive; ? = inconclusive; / = not tested or not shown. Unless noted, no stated cut-off is given here; in the data, active means inhibition above about 30%; inconclusive means no clear call, values can overlap the other calls; inactive means below that.

Start of the listing, in advance, 2 compounds:
SMILES | PriA SSB inh | Anthrax LF inh2 | PrPC TRFRET | TcdB GH inh | Yp Topo-I inh | BoNT A protease | PfHsp40 yeast | BH1578 lux ind | SARS 3CLpro inh
C=CCn1c(O)c(C(CC)=NC(C)c2ccccc2)c(=O)[nH]c1=O (stereo not drawn) | 1 | -13 | 14 | / | 10 | -1.8 | 0.2 | -0.3 | -2
CCN(CC)S(=O)(=O)c1cccc(C(=O)OCC(=O)Nc2ccc3c(c2)c2ccccc2n3CC)c1 | -13 | 2 | -4 | 1.7 | 2 | 4.2 | -0.8 | -0.2 | -5

The list itself, from the start:
SMILES | PriA SSB inh | Anthrax LF inh2 | PrPC TRFRET | TcdB GH inh | Yp Topo-I inh | BoNT A protease | PfHsp40 yeast | BH1578 lux ind | SARS 3CLpro inh
C=CCn1c(O)c(C(CC)=NC(C)c2ccccc2)c(=O)[nH]c1=O (stereo not drawn) | 1 | -13 | 14 | / | 10 | -1.8 | 0.2 | -0.3 | -2
CCN(CC)S(=O)(=O)c1cccc(C(=O)OCC(=O)Nc2ccc3c(c2)c2ccccc2n3CC)c1 | -13 | 2 | -4 | 1.7 | 2 | 4.2 | -0.8 | -0.2 | -5
CCNC(=O)N1CCN(CCCC(c2ccc(F)cc2)c2ccc(F)cc2)CC1 | -6 | 1 | -5 | 0.4 | 9 | -0.2 | 0.2 | -0.3 | /
COc1ccc(CCn2c(N)c(C(=O)NCc3ccco3)c3nc4ccccc4nc32)cc1OC | -4 | -2 | -11 | / | 27 | 7.9 | -0.3 | i | 4
O=C1C=CC(n2cc(F)c(=O)[nH]c2=O)O1 (stereo not drawn) | / | -4 | -3 | 1.0 | 3 | -0.1 | / | i | /
Cc1ccn(CC(=O)N2CCCC(N3CCN(c4cccc(Cl)c4)CC3)C2)n1 (stereo not drawn) | 19 | 5 | 4 | 0.5 | 12 | 2.8 | -0.2 | -2.4 | 0
COCCNC(=S)NNc1ccc(Cl)c(C(=O)O)c1 | 2 | -7 | -6 | -0.8 | 2 | -0.7 | -0.7 | -0.5 | 0
CN(C)CC[n+]1ccc(C(=O)c2ccccc2)cc1 | -13 | 1 | -46 | -0.8 | 7 | -3.4 | -0.3 | -0.6 | 0
Cc1nn(Cc2ccccc2)c(Cl)c1/C=C/C(=O)OCC(=O)N(C)C1CCS(=O)(=O)C1 (stereo not drawn) | -12 | -3 | 11 | -0.1 | 28 | 0.3 | -1.1 | 1.4 | -4
COc1ccc(Br)cc1C(=O)Nc1ccc(O)cc1 | -2 | 6 | -4 | 24* | 0 | -0.3 | 1.0 | -3.3 | -4
Cn1c(=O)oc2cc(S(=O)(=O)Nc3ccc(C(=O)O)cc3)ccc21 | / | -1 | -3 | -0.8 | -1 | 0.2 | / | i | /
Cc1cc(N2CCN(C)CC2)nc2ccc(NC(=S)N3CCCCCC3)cc12 | 4 | 0 | -9 | -0.5 | -7 | -0.5 | 1.3 | -0.4 | 1
NC(=S)c1ccc(OCCCc2ccccc2)cc1 | / | -9 | 6 | 3.1 | 12 | -0.1 | / | -0.3 | /
CCOC(=O)Cn1c(Br)nc2c1c(=O)[nH]c(=O)n2C | -6 | -9 | 1 | / | -9 | -0.8 | -1.4 | -1.6 | 3
O=c1[nH]c(C2CCN(S(=O)(=O)c3ccccc3F)CC2)nc2c1nnn2Cc1ccc2c(c1)OCCO2 | -5 | 1 | 4 | -2.0 | 16 | 2.5 | 1.1 | i | 4
O=C(c1ccc(NC(=S)Nc2ccc(F)cc2F)cc1)N1CCOCC1 | -6 | 1 | 8 | / | 5 | -0.1 | 1.1 | -0.4 | 1
Cc1ccc(NC(=O)c2cc(S(=O)(=O)N3CCCCC3)ccc2N2CCOCC2)cc1F | 8 | -23 | 1 | / | -10 | -0.6 | 2.6 | -0.3 | 0
OCC1(c2cc(C(F)(F)F)n[nH]2)CCCCC1 | -22 | 0 | 4 | / | 2 | 0.1 | -0.3 | 1.2 | 1
COCCCN(C(=S)Nc1cc(C)cc(C)c1)C(C)c1ccncc1 (stereo not drawn) | 9 | -1 | 10 | / | 2 | -0.9 | 1.3 | i | 0
COc1ccccc1N1CCN(C(=O)CSc2nnc(C)n2C2CC2)CC1 | 0 | / | 0 | 1.7 | -3 | / | -0.9 | i | /
Cc1cccc(NC(=O)CNC(=O)CN2C(=O)NC3(CCCCC3C)C2=O)c1C (stereo not drawn) | -15 | 3 | 3 | 1.1 | 1 | 0.0 | -1.2 | i | /
O=C(NNC(=O)c1ccncc1)Nc1ccc([N+](=O)[O-])cc1 | -10 | -2 | -10 | / | 1 | 0.1 | -0.6 | -0.3 | 2
COc1ccc(C(=O)/C=C/C(=O)N(Cc2ccc3c(c2)OCO3)C(C(=O)NC2CCCCC2)c2ccncc2)c(O)c1 (stereo not drawn) | 15 | -6 | 4 | 0.3 | 0 | -1.5 | 1.0 | i | 0
Cc1ccc(S(=O)(=O)N=S(CCO)CCO)cc1 | -8 | 2 | 1 | / | 0 | 0.2 | -1.1 | 3.3 | -6
Clc1ccc(CNC2CN3CCC2CC3)cc1 (stereo not drawn) | -11 | 0 | -9 | / | -4 | -0.8 | -0.3 | -0.4 | -1
O=C(CN1C(=O)c2ccccc2S1(=O)=O)Nc1ccon1 | 6 | 3 | 1 | 1.4 | -4 | 1.3 | -0.8 | i | /
CCc1ccccc1S(=O)(=O)c1c(C)cc(C)nc1Cl | -4 | 2 | -7 | 5.2 | -3 | 0.7 | -1.6 | -1.0 | -4
COc1cc(NC(=O)c2ccccc2)c(OC)cc1NC(=O)CN1CCCCC1 | 0 | -6 | -1 | / | 15 | -0.8 | 2.6 | / | 2
Cc1ccccc1NC(=O)NC(N)=O | 0 | -3 | 0 | 1.1 | 5 | 0.2 | -2.4 | -0.3 | 4
COc1ccc(C(=O)N2CCC(NC(=O)C(Cc3ccccc3OC)NC(C)=O)CC2)cc1 (stereo not drawn) | -2 | -10 | 5 | -0.4 | 4 | -2.6 | 0.5 | i | 0
O/N=C/CCn1c(=S)sc2ccccc21 | / | -1 | -5 | / | 2 | -0.7 | -1.1 | -3.3 | 3
O=[N+]([O-])c1ccc(C=NN=Cc2ccc([N+](=O)[O-])cc2)cc1 | -7 | 0 | -2 | 0.8 | -2 | 0.3 | -1.4 | -2.9 | /
CC(=O)N/N=C(\C)c1ccc(Br)cc1Br | / | 5 | -10 | 1.0 | -5 | 0.5 | -1.1 | i | 2
O=C(NCCN1CCC(n2c(=O)[nH]c3ccccc32)CC1)c1ccccc1Cl | / | -1 | -7 | 0.1 | / | -0.3 | / | / | /
Cc1ccc(N2CC(C(=O)N3CCN(Cc4ccc5c(c4)OCO5)CC3)CC2=O)cc1 (stereo not drawn) | 0 | -2 | 2 | 0.5 | 12 | 0.9 | 0.0 | i | -2
COC(=O)Cn1c(=O)c2c(n(Cc3ccccc3)c1=O)N/C(=C/c1ccc(OC)cc1)C2=O | -33 | 2 | -2 | -0.4 | 13 | -0.3 | 1.4 | -0.8 | 3
c1cnc2ccc3c(c2c1)COCO3 | 3 | 0 | 7 | -7.1 | 7 | -0.1 | -0.4 | i | /
Cc1csc(SCC(=O)Nc2c(C)n(C)n(-c3ccccc3)c2=O)n1 | 7 | -2 | -3 | / | -2 | -0.6 | 0.6 | -5.6 | 4
Cc1cn([C@H]2C[C@H](O)[C@@H](CNCc3cc(Cl)ccc3OCc3ccc(Cl)cc3)O2)c(=O)[nH]c1=O | / | -2 | -10 | 0.8 | 23 | 0.0 | / | -0.4 | /
COc1ccc(S(=O)(=O)Nc2cc(C)on2)cc1OC | -26 | 1 | -4 | / | 5 | 1.5 | 0.4 | -1.7 | 2
CCOC(=O)[C@H]1[C@H]2COc3ccc(Br)cc3[C@@H]2N2C(=O)N(c3ccc(F)cc3)C(=O)[C@@]12C | -31 | 1 | 6 | 1.7 | 1 | 0.0 | 1.1 | 1.4 | /
Cc1coc2c1c(C)cc1oc(=O)c(CC(=O)NCCC(=O)O)c(C)c12 | -9 | 5 | -4 | 0.6 | 4 | 0.6 | -0.6 | -0.1 | 3
O=C(NC(c1ccc(Cl)cc1)c1cnccn1)C1CCN(Cc2ccc(Cl)cc2)CC1 (stereo not drawn) | / | -2 | 0 | -0.1 | 19 | -0.1 | / | -0.3 | /
CCC(C)NS(=O)(=O)c1cccs1 (stereo not drawn) | -10 | -1 | -2 | / | -9 | 0.3 | -0.7 | i | -3
CCc1ccccc1NC(=O)C1NC(=O)CC1c1ccccc1 (stereo not drawn) | 0 | -1 | -9 | 0.6 | 7 | -0.7 | -1.4 | -0.4 | -2
CCOC(=O)C1(c2ccccc2)CCCNC1=O (stereo not drawn) | / | -3 | 1 | 0.7 | 2 | 0.5 | / | -1.3 | /
COc1ccc(C)cc1NC(=O)CN1CCN(CC(=O)Nc2ccccc2F)CC1 | -5 | 2 | -4 | / | 7 | 0.3 | 1.8 | i | -2
Cc1noc(C)c1CSc1nnc(-c2cc(Cl)ccc2Cl)n1N | -4 | -6 | -9 | / | -2 | 0.3 | 0.3 | -0.3 | 2
Cc1cc(C(C)(C)C)ccc1OCCN(C)C | -14 | -2 | -3 | / | 5 | -0.8 | -0.6 | i | 0
CCOC(=O)NC(=O)/C(N=Nc1cccc(C(F)(F)F)c1)=C(\C)O | / | -2 | -4 | 1.5 | 9 | -0.9 | -0.6 | -0.2 | 2

The list continues:
SMILES | PriA SSB inh | Anthrax LF inh2 | PrPC TRFRET | TcdB GH inh | Yp Topo-I inh | BoNT A protease | PfHsp40 yeast | BH1578 lux ind | SARS 3CLpro inh
O=C(N/N=C/c1ccccc1O)C1CCCC1 | / | -1 | 4 | 0.5 | 8 | -1.2 | -0.7 | -1.7 | -2
O=C1C=C(c2cccc(Br)c2)C[C@@H](c2ccc3c(c2)OCO3)C1 | -4 | -3 | -2 | 0.6 | 8 | 0.1 | ? | i | /
Cc1ccc(S(=O)(=O)N2CCCCC2)cc1NC(=O)COC(=O)c1ccc(O)cc1 | -1 | -6 | 0 | 1.2 | -1 | -0.4 | 0.6 | -0.3 | 3
CC1(C(=O)N2Cc3ccccc3C2)CCN1C(=O)C1(c2ccccc2)CC1 (stereo not drawn) | / | -2 | 7 | -0.3 | 7 | -0.3 | / | -3.7 | /
CCCc1nc2sc3c(c2c(=O)n1NC(=O)CCCl)CCCC3 | -6 | / | 3 | / | -8 | / | -0.4 | i | 6
COc1ccccc1-c1nn(Cc2ccccc2)cc1C(=O)NCC(c1ccco1)N1CCCC1 (stereo not drawn) | 2 | 3 | -10 | -1.5 | 3 | -0.2 | 0.7 | -0.4 | /
Cc1cc(C)c(NC(=O)CS(=O)CC(=O)Nc2ccc(F)cc2F)c(C)c1 (stereo not drawn) | -2 | 1 | 2 | 0.6 | 2 | 0.0 | 1.6 | i | 2
CC(=O)Nc1cccc(NC(=O)CSc2ccc3nnc(CCNC(=O)c4ccccc4)n3n2)c1 | 1 | / | -6 | 0.5 | -3 | / | -0.4 | 0.7 | 1
Fc1ccc(Nc2nc(-c3cccnc3)cs2)cc1 | 6 | -4 | 4 | 0.7 | -3 | -0.5 | 2.8 | i | 1
Cc1cc(=O)[nH]c(SCC(=O)N2CCCCC2)n1 | -12 | -4 | 13 | -0.2 | -3 | 3.8 | -0.6 | i | -4
COc1c2ccoc2nc2c(OC)c(O)ccc12 | -10 | -4 | -13 | 3.6 | 0 | 0.7 | 1.1 | -0.4 | -1
CSc1cccc(NC(=O)COC(=O)C2CCN(S(=O)(=O)c3ccccc3)CC2)c1 | -12 | 3 | 1 | 0.9 | 24 | 5.3 | 2.9 | i | /

The list is partial; rates above refer to the full screens.
